SIAE primary: blocks human sialic acid acetylesterase; Q9HAT2; SIAE FP-Rh probe binding, fluorescence polarization; 370,000 tested, 0.69% active; inhibition, % at 9.66 µM;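 active means inhibition above a cutoff: mean of compounds within the control limits plus 3 SD of those, cut at about 17% in these data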;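 further: 0% = plate median of compound wells and 100% = probe without SIAE protein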
Target sequence (Q9HAT2 whole entry, looked up): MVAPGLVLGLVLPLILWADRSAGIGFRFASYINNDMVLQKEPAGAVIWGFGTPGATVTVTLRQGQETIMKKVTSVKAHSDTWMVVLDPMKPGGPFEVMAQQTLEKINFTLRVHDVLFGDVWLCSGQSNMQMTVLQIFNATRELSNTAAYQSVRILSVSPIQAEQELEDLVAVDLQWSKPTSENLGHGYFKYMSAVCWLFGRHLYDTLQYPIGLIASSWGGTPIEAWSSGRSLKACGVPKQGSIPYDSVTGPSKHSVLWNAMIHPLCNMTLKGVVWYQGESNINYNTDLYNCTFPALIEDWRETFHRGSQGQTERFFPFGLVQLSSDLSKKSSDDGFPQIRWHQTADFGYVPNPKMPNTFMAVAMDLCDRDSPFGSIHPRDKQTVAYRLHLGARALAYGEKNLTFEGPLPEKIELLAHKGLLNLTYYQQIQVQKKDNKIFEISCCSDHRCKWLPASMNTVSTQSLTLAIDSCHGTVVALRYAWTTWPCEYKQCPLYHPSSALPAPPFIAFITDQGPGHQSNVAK
PG9 Ab binder: small molecules binding HIV-1 gp120 antibody PG9. 360,000 tested, 0.43% active. inhibition, % at 6.7 µM. TR-FRET gp120-PG9 antibody binding. AID 624416; in the data active means inhibition above about 8.5%
HTRA1 inhibitor: inhibitors of human serine peptidase HTRA1; Q92743; recombinant HTRA1, FP-rhodamine activity-based probe, fluorescence polarization; inhibition, % at 5.96 µM; 340,000 tested, 0.5% active; AID 504803; in the data active means inhibition above about 36%;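 further: 0% = enzyme with DMSO and 100% = wells lacking enzyme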
PRMT1 inh: inhibitors of human PRMT1. Q99873. recombinant PRMT1, activity-based probe fluorescence polarization. inhibition, % at 2.79 µM. 370,000 tested, 1.3% active. AID 652257;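 active means inhibition above about 21% made by adding two undisclosed values, limit read from the data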
Target sequence (Q99873 whole entry, looked up): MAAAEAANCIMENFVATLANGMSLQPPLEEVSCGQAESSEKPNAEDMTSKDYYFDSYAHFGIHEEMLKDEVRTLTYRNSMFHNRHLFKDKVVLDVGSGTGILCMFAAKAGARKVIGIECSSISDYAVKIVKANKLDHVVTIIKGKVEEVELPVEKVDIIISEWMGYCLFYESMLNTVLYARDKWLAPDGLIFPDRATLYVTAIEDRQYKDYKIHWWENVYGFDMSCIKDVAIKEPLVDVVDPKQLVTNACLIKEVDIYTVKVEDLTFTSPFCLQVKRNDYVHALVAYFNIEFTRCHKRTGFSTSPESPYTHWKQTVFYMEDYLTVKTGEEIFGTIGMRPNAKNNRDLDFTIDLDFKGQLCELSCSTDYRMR
LEDGF integ inh: blocks HIV-1 LEDGF/p75-dependent DNA integration; inhibition, % at 3.7 µM; TR-FRET IN-LEDGF/p75 DNA integration, Eu/Cy5; AID 743269; 370,000 tested, 0.64% active;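 active means inhibition above the screen-wide mean plus 3 SD, cut at about 13% in these data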;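 further: signal is the Cy5 over europium emission ratio at 671 and 618 nm; 0% = plate median of compound wells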
DDE Tn7 FP inh: disrupts Tn7 cyclic peptide binding to fibrin D-Dimer-E complex; P02675; inhibition, % at 8.3 µM; AID 720508; 370,000 tested, 0.13% active; FP displacement of FITC-Tn7 peptide from fibrin DD(E); 0% = median of compound wells per plate;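 active means inhibition above the mean of compounds falling within the control limits plus 3 SD of them, cut at about 14% in these data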;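 further: 0% = plate median of compound wells and 100% = 10 µM Aha-Tn7 peptide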
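Assay system: human fibrin DD(E). Input: DD(E) 2 µM final. Medium: Tris buffer with calcium and detergent, pH 7.8. Compound dosing: single point at 8.3 µM. Timing: 10 min plus 3 h, room temperature. Technique: fluorescence polarization of the labelled Tn7 tracer. Read-out: percent inhibition. Replicates: singlicate testing.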
TCR CD3 inh: inhibitors of human TCR-CD3 interaction | 360,000 tested, 0.37% active | AID 651800 | TAMRA-labeled TCR probe fluorescence, biochemical | inhibition, % at 9.4 µM; in the data active means inhibition above about 19%;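 further: recombinant mutant TCR 2C K166C tagged with TAMRA read by polarization; 0% = receptor in buffer alone and 100% = receptor with positive control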
UHRF1 binding: human UHRF1 methylated DNA binding inhibitors | Q96T88 | UHRF1 binding to methylated oligo, TR-FRET | inhibition, % at 4.4 µM | 370,000 tested, 0.75% active | AID 687016; in the data active means inhibition above about 21%;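 further: UHRF1 SRA domain binding a hemimethylated CpG hairpin DNA probe; 0% = median of test compound wells and 100% = reference inhibitor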
TDP2 absorb: TDP2 (human) inhibition, absorbance primary screen; O95551; inhibition, % at 12.8 µM; 370,000 tested, 0.34% active; recombinant TDP2, T5PNP hydrolysis, p-nitrophenol absorbance 415 nm; AID 720702;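 active means inhibition above the mean of all tested compounds plus 3 SD, set per campaign, cut at about 25% in these data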;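 further: 0% = DMSO with enzyme and 100% = buffer with substrate but no TDP2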
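Material: recombinant human TDP2; quantity: TDP2 enzyme at 120 nM final; medium: Tris-HCl pH 7.5 with MgCl2; compound: single concentration, 12.8 µM nominal, with 1% DMSO; incubation: 2 h enzyme incubation at 37 °C; signal: epi absorbance; measure: percent inhibition; benchmarks: high control without enzyme, low control DMSO plus TDP2; repeats: singlicate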
ABHD4 inh: inhibits mouse alpha/beta hydrolase domain 4; 370,000 tested, 0.54% active; inhibition, % at 8.92 µM; Q8VD66; purified mABHD4, FP-Rh probe fluorescence polarization; AID 720543;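 active means inhibition exceeding the mean over every tested compound plus 3 SD, cut at about 30% in these data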;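 further: 0% = plate median of compound wells and 100% = S159A mutant with DMSO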
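Test system: mABHD4 protein; Read-out basis: % inhibition; Incubation: 45 min + 60 min at 25 °C; Repeats: single replicate; Technique: fluorescence polarization with parallel and perpendicular emission, 525/598 nm; Compound: 8.92 µM, single dose; Benchmarks: full inhibition S159A mutant plus DMSO, zero as sample-well median.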
An asterisk follows results filed as active; · = not tested or not shown; & = joins results of further samples. Not a hit list, and some 4.2% of all compounds hit somewhere here.

item	molecule	HTRA1 inhibitor	DDE Tn7 FP inh	SIAE primary	TCR CD3 inh	LEDGF integ inh	ABHD4 inh	UHRF1 binding	PRMT1 inh	TDP2 absorb	PG9 Ab binder
1	Cc1cc(C)n2nc(C(=O)Oc3ccc4c(c3)OCO4)nc2n1	-5	-5	-3	-4	0	-3	4	1	8	-0.6
2	C[C@H]1CN([C@@H](C)CO)C(=O)c2cccc(NC(=O)Nc3ccc(C(F)(F)F)cc3)c2O[C@H]1CN(C)C	11	0	4	5	-1	1	-1	-3	-4	0.5
3	O=C(/C=C/c1cn(-c2ccccc2)nc1-c1ccc2c(c1)OCCO2)NCCCN1CCOCC1	-32	5	-38	-3	3	-9	1	3	-2	-0.2
4	COc1ccc(/C=N/Nc2ncnc3sc4c(c23)CCCC4)cc1OC	2	-11	-6	-11	-3	14	3	5	-8	-1.0
5	CCCS(=O)(=O)c1nc(S(=O)(=O)c2ccc(C)cc2)c(N2CCCCC2)s1	-6	-2	1	1	3	-2	10	-4	-16	-1.0
6	C=CCc1ccc(OCc2ccc(C(=O)OC)o2)c(OC)c1	-6	-6	-6	5	-1	-10	1	-5	-10	0.8
7	COC(=O)c1ccccc1NC(=O)C1(S(=O)(=O)c2ccc(Cl)cc2)CC1	-22	0	-6	2	1	-4	-2	0	9	-1.5
8	S=C(Nc1ccc(Br)cc1)N1CCN(c2ccccn2)CC1	1	-1	4	7	-2	2	0	-6	-12	-2.3
9	Cc1ccc2c(C)c(C(=O)N(Cc3ccc(F)cc3)C3CCS(=O)(=O)C3)oc2c1 (centres undefined)	-9	2	-2	5	2	-1	1	1	0	1.6
10	COC(=O)[C@@H]1CCCN1Cc1c(C(=O)N2CCOCC2)nc2c(C)cccn12	1	-3	6	8	2	-2	-1	-3	-11	-1.0
11	COc1ccc(/C=N/NC(=O)c2nnn(-c3nonc3N)c2-c2cccs2)c(OC)c1	-8	1	-1	0	-2	-15	3	7	-11	-0.2
12	CCOC(=O)[C@]12CCC=C1N(Cc1ccc(Cl)cc1Cl)C(=O)[C@H](CC(=O)N1CCCCC1)C2	·	-1	-2	6	1	-4	-3	-5	-9	0.5
13	COCCNc1nnc(Cc2ccccc2)c(=O)[nH]1	7	-2	5	-7	4	0	0	-4	6	0.5
14	COc1cc(/C=C2\SC(=N)N(c3ccc4c(c3)OCO4)C2=O)cc(OC)c1O	-13	-1	-10	-8	2	-5	11	-2	1	-2.7
15	Cc1ccccc1S(=O)(=O)Cc1ccc(C(=O)N2CCN(c3ccc(F)cc3)CC2)o1	2	4	1	-1	-1	2	-2	0	8	-0.5
16	O=C(NCCC(=O)N1CCN(S(=O)(=O)c2ccc(Cl)cc2)CC1)Nc1ccccc1	5	2	-6	1	4	-3	3	-3	6	0.0
17	Cc1ccc(CCNC(=O)C2CC(=O)N(C3CCCCC3)C2)cc1 (centres undefined)	1	1	-3	9	1	5	-1	-3	-5	-0.9
18	Nc1ccc(S(=O)(=O)O)cn1	1&1&0	1&-1&-3	0&0&1	7&-3&0	-5&-1&4	-2&1&3	-2&7&0	-1&4&2	6&5&1	-0.7&1.0&-1.7
19	CCOC(=O)c1ccc(NC(=S)NC(=O)c2cncc(Br)c2)cc1	2	5	-2	3	-2	6	0	-2	10	-1.4
20	CCCn1c(C(C)NC(=O)c2ccccc2)n[nH]c1=S (centres undefined)	3	-3	1	1	2	-2	1	-9	-7	-3.4
21	Cc1ccccc1-c1nc(CN2CCC(C(=O)NCCN3CCOCC3)CC2)c(C)o1	-1	1	3	1	3	-3	2	-2	-3	-0.3
22	COc1ccc2c(c1)c1ncn(Cc3ccco3)c(=O)c1n2C	-4	0	-2	3	-4	-12	-3	0	-2	-1.4
23	Cc1cc(OC(=O)C2CC2)c([N+](=O)[O-])c(=O)[nH]1	2	-2	2	0	2	-2	2	0	-14	-3.5
24	O=C(N1CCCCC1)C1(S(=O)(=O)c2ccccc2)CC=CC1	-11	5	11	1	3	0	3	0	2	1.2
25	Cc1cccc(CCNS(=O)(=O)c2ccc3c(c2)NC(=O)CS3)c1	-6	2	0	4	1	4	2	2	10	-0.2
26	CSc1nc2ncc(C(=O)O)c(N)n2n1	6	-7	7	-6	0	12	1	3	-1	-0.6
27	O=C(NNC(=O)C12CC3CC(CC(C3)C1)C2)c1csc(N2CCOCC2)n1	1	-1	0	0	5	1	0	-3	6	0.3
28	O=C1CCCc2ccccc2N1	0	-4	10	4	-1	-8	1	-1	-3	-1.6
29	CCN(CC)C(=O)c1ccc(S(=O)(=O)c2ccccc2)cc1	6	8	-8	2	-3	2	1	4	0	-1.3
30	O=C(c1ccc(=O)oc1)N1CCCc2ccccc21	3	6	-7	4	22*	4	17	18	6	-2.7
31	Cc1ccnc(NCc2cc(Cl)ccc2O)c1	-2	-8	14	-2	-2	-4	-1	-2	-4	-0.6
32	O=C(Nc1ccccc1O)c1cc2cc(Br)ccc2oc1=O	3	-6	-10	-2	-2	3	2	-1	1	-0.4
33	C[C@H](O)[C@@H]1C(=O)N2CCc3c([nH]c4c(-c5ccccc5)cccc34)[C@@H]2C[C@@H]1N(C)C(=O)NC1CCCCC1	·	5	4	-4	1	-3	1	6	1	0.7
34	CCCCNS(=O)(=O)c1ccc2nc(-c3cccnc3)cc(C(=O)NC(C)CC)c2c1 (centres undefined)	1	-6	5	6	3	0	-3	-2	-1	0.8
35	COc1ccc(Cc2nnc(NC(=O)C3CC(=O)N(CCc4ccc(F)cc4)C3)s2)cc1OC (centres undefined)	-5	1	-1	8	0	7	0	4	-8	-0.8
36	Cc1cccc(C)c1N1C(=O)c2ccccc2NC(=O)C1C(=O)NCc1ccco1 (centres undefined)	·	-2	1	9	3	0	1	0	6	-2.6
37	O=S(=O)(c1ccccc1)c1nc(Nc2ccccc2N2CCOCC2)sc1Cl	-24	8	1	1	-2	-10	0	1	7	1.3
38	O=C(NCc1cccs1)c1cc2c(s1)CS(=O)(=O)C2	-7	1	7	0	1	4	1	-2	5	2.0
39	COc1ccc(NC(=S)N(CCN(C)C)C(C)c2ccco2)cc1 (centres undefined)	7	0	1	-1	-5	0	2	4	-3	-0.7
40	CCCc1nnc(NC(=O)CSc2ncn[nH]2)s1	0	-4	1	3	1	8	0	1	8	1.6
41	CCN(CC)S(=O)(=O)c1cccc(C(=O)NN2Cc3ccccc3C2=N)c1	1	-2	0	-5	-9	3	3	5	-3	-0.4
42	C=CCC(C(=O)Oc1c(C(C)(C)C)cc(C)cc1C(C)(C)C)c1ccccc1 (centres undefined)	2	-3	3	1	0	0	-1	-1	-7	-1.0
43	CC(C)OC(=O)C1C(=O)CC(C)(O)C(C(=O)OC(C)C)C1c1ccc([N+](=O)[O-])cc1 (centres undefined)	-2	-3	2	-4	-1	7	1	5	9	2.3
44	Cc1nc(C(F)(F)F)ccc1C(=O)Nc1ccc2ccccc2n1	-5	-7	-2	-5	-3	2	0	0	-3	-0.3
45	Cc1cccc(C)c1NC(=O)C(CCc1ccccc1)N1CCC(c2ccccc2)CC1 (centres undefined)	·	3	-7	11	-1	-1	1	-3	0	-0.3
46	CCCCC(=O)NC(NC(=O)CCCC)c1ccc(OCCC)c(OC)c1	2	-2	4	-3	0	-2	4	-2	-4	-1.8
47	CCn1c2ccc(C)cc2c2nnc(SCCN3CCOCC3)nc21	5	-4	-2	3	2	6	0	2	-9	0.9
48	C=CCn1c(-c2cccs2)nc2nc3ccccc3nc21	-8	-3	-6	7	1	-6	-7	-2	-13	0.5
49	Cc1nc2nc3c(cn2n1)C(=O)CCC3	-6	1	7	-7	-2	4	-3	-3	15	1.0
50	COC(=O)c1nc(N)sc1-c1ccc(Cl)c(Cl)c1	1	-9	0	10	2	-1	0	-1	10	0.4
51	Cc1cc2cc(C)c3nnc(SCc4ccccn4)n3c2cc1C	-2	3	3	2	0	2	1	0	8	0.2
52	COc1ccccc1N1CCN(C(=O)c2oc3cc(C)c(C)cc3c2C)CC1	-23	-7	-4	3	7	-1	0	-2	-4	-2.4
53	CCOc1ccc(NC(=O)C2CC(=O)N(c3cc(C)cc(C)c3)C2)cc1 (centres undefined)	-11	10	-2	4	-1	2	0	-1	5	-0.3
54	CC(C)C[C@H](NC(=O)NC(C)C)C(=O)O	4	1	-1	-1	-3	-4	-3	-3	9	-1.0

Of the compounds above, these have a furan ring, fused or not:
item	molecule	HTRA1 inhibitor	DDE Tn7 FP inh	SIAE primary	TCR CD3 inh	LEDGF integ inh	ABHD4 inh	UHRF1 binding	PRMT1 inh	TDP2 absorb	PG9 Ab binder
6	C=CCc1ccc(OCc2ccc(C(=O)OC)o2)c(OC)c1	-6	-6	-6	5	-1	-10	1	-5	-10	0.8
9	Cc1ccc2c(C)c(C(=O)N(Cc3ccc(F)cc3)C3CCS(=O)(=O)C3)oc2c1 (centres undefined)	-9	2	-2	5	2	-1	1	1	0	1.6
15	Cc1ccccc1S(=O)(=O)Cc1ccc(C(=O)N2CCN(c3ccc(F)cc3)CC2)o1	2	4	1	-1	-1	2	-2	0	8	-0.5
22	COc1ccc2c(c1)c1ncn(Cc3ccco3)c(=O)c1n2C	-4	0	-2	3	-4	-12	-3	0	-2	-1.4
36	Cc1cccc(C)c1N1C(=O)c2ccccc2NC(=O)C1C(=O)NCc1ccco1 (centres undefined)	·	-2	1	9	3	0	1	0	6	-2.6
39	COc1ccc(NC(=S)N(CCN(C)C)C(C)c2ccco2)cc1 (centres undefined)	7	0	1	-1	-5	0	2	4	-3	-0.7
52	COc1ccccc1N1CCN(C(=O)c2oc3cc(C)c(C)cc3c2C)CC1	-23	-7	-4	3	7	-1	0	-2	-4	-2.4

Record cards (already shown):
`C=CCn1c(-c2cccs2)nc2nc3ccccc3nc21` reads HTRA1 inhibitor: -8; DDE Tn7 FP inh: -3; SIAE primary: -6; TCR CD3 inh: 7; LEDGF integ inh: 1; ABHD4 inh: -6; UHRF1 binding: -7; PRMT1 inh: -2; TDP2 absorb: -13; PG9 Ab binder: 0.5
`CCCCC(=O)NC(NC(=O)CCCC)c1ccc(OCCC)c(OC)c1` reads HTRA1 inhibitor: 2; DDE Tn7 FP inh: -2; SIAE primary: 4; TCR CD3 inh: -3; LEDGF integ inh: 0; ABHD4 inh: -2; UHRF1 binding: 4; PRMT1 inh: -2; TDP2 absorb: -4; PG9 Ab binder: -1.8

Bioassay records (PubChem)
